# Compound activity (PubChem BioAssay)
# Nrf2 ARE act – activators of Nrf2 (ARE) signaling | AREc32 ARE-luciferase reporter (MCF7-derived line), luminescence, 24 h | Potency, µM (series often up to 46.1 µM), for inactives: at the highest dose activation, usual class: activators | actives 0.31% (n = 410,000) | AID 624171; note: potency is the fitted concentration of half-maximal effect; % of control where 0% means no effect; nearly all actives have a fitted effect of over 65% in size
#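 Steps: seed AREc32_Fluc cells (1000/well, 5% FBS OPTI-MEM); incubate overnight at 37 deg C; add 23 nL compound; incubate 24 hr; add Steady-Glo; hold 30 min RT; read luminescence.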
# TGFb inhibitor – blocks TGF-b signaling | HepG2 CAGA-GFP TGF-b/SMAD3 reporter, GFP fluorescence, 18 h; TGF-beta stimulated, 500 pg/mL final | AID 588855 | Potency, µM (top dose mostly 46.1 µM), without a hit: at the highest dose activity, negative = inhibition, hits mostly inhibitors | actives 1.2% (n = 410,000); note: potency is the fitted concentration of half-maximal effect; % is set by controls: 0 for no effect and ±100 for the full control effect; nearly all actives have a fitted effect of over 65% in size
#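 GFP signal (ex488/em500-530) from TGF-beta-stimulated HEPG2 CAGA-GFP cells, 500 pg/mL final, 18 h at 37 degrees C in DMEM plus 1% FBS, normalized to unstimulated and DMSO-stimulated controls.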
# S2 tox – cell viability loss in ATXN counter-screen. actives 0.49% (n = 400,000). Potency, µM (titrated, usually from 56.7 µM), most hits filed as cytotoxic. AID 651635. S2 cells (HEK-293 line with an ATXN2-luciferase reporter) viability, CellTiter-Fluor protease fluorescence, 24 h; note: potency is the fitted concentration of half-maximal effect; nearly all actives have a fitted effect of over 40% in size
# Nrf2 inh – blocks Nrf2 signaling; A549 ARE-Fluc reporter, luciferase luminescence, 18-24 h; Potency, µM (series often up to 46 µM), without a hit: top-dose activity change, negative = inhibition, most hits filed as inhibitors; actives 2.1% (n = 360,000); AID 504444; note: potency is the fitted concentration of half-maximal effect; % is set by controls: 0 for no effect and ±100 for the full control effect; nearly all actives have a fitted effect of over 60% in size
#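 Nrf2 activity is the BugLite luminescence, read 15 min after reagent at room temperature, following CellTiter-Fluor cytotoxicity readout (30 min, 37C). Compound titrations were applied for 18-24 h to 5000 A549 ARE_Fluc cells/well in 5% FBS OPTI-MEM.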
# IL1B secr inh – inflammasome signaling inhibition, IL-1 beta readout; THP-1 LPS/ATP IL-1B secretion, AlphaLISA, 16 h; hits give low values; activity change, % at 57.5 µM; actives 4.7% (n = 360,000); AID 743279; in the data active = activity change below about -50%; inconclusive = mostly about -30% to -49%; note: % is set by controls: 0 for no effect and ±100 for the full control effect
#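 THP-1 cells pretreated 1 hr with compounds (up to 57.5 uM final), then stimulated with LPS (250 ng/mL final) plus ATP (1.25 mM final); secreted IL-1B measured by AlphaLISA after 16 hr, decreased signal indicating inhibition.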
# MCF10A rereplic – inducers of DNA re-replication in MCF 10A breast cells; MCF 10A DNA re-replication, Hoechst nuclear intensity, 48 h; Potency, µM (highest dose often 46.1 µM), for the others: at the highest dose activity, positive = re-replication, actives largely listed as activators; actives 2.9% (n = 350,000); note: potency is the fitted concentration of half-maximal effect; % of control where 0% means no effect; nearly all actives have a fitted effect of over 50% in size
# HepG2 tox – kills HepG2 cells in TGF-b inhibitor counter-screen | HepG2 CAGA-GFP viability, ATP luminescence, 18 h | Potency, µM (doses to about 46.1 µM), for the others: at the top dose activity change, negative = cytotoxicity, hits mostly cytotoxic | actives 0.76% (n = 410,000); note: potency is the fitted concentration of half-maximal effect; some results filed as inactive show a strong effect at the top dose
#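 CellTiter-Glo luminescence gave cytotoxicity after 18 hours at 37 degrees C. The cells were HepG2 CAGA-GFP in 1% FBS DMEM, stimulated with 500 pg/mL TGF-beta after compound addition. %Activity was normalised to no-cell wells (complete cell-killing) and DMSO (no toxicity), and curves were fitted and classified.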
# A549 tox – kills or reduces viability of A549 cells in Nrf2 counter-screen | A549 ARE-Fluc cells, CellTiter-Fluor viability, 18-24 h | AID 504648 | actives 0.16% (n = 390,000) | Potency, µM (titrated, usually from 46 µM), inactives show at the highest dose activity change, negative = cytotoxicity, usual class: inhibitors; note: potency is the fitted concentration of half-maximal effect; % is set by controls: 0 for no effect and ±100 for the full control effect
#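 A549 ARE-Fluc cells in 5% FBS OPTI-MEM, 5000 cells/well, rested 2 h then exposed to compounds in concentration-response for 18-24 h at 37 °C. Viability by CellTiter-Fluor fluorescence (Ex 405/Em 525) after 30 min; luciferase luminescence (BugLite, 15 min, RT) read afterwards.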
# ATXN2 expr inh – ATXN2 expression inhibition | Potency, µM (series often up to 57 µM), without a hit: at the top dose activity change, negative = inhibition, actives largely listed as inhibitors | HEK-293 ATXN2-luciferase reporter, luminescence, 24 h | actives 0.72% (n = 360,000) | AID 1745845; note: potency is the fitted concentration of half-maximal effect; % is set by controls: 0 for no effect and ±100 for the full control effect; nearly all actives have a fitted effect of over 55% in size
#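 ATXN2-luciferase reporter cells (luciferase flanked by upstream and downstream ATXN2 gene portions) were treated 24 h at 37 °C with compounds at up to 57 uM. SteadyGlo luminescence gave expression; GF-AFC fluorescence gave viability.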
# * marks the source's active call; other numbers are inactive results; i = inactive; ? = inconclusive; . = not tested or not shown; [ ] = dose if it differs, or a comment. Unless noted, calls come from the whole dose curve; as a rule, active = well fitted curve in the direction sought with a large enough effect; inconclusive = small, poorly fitted or top-dose-only effect, or another doubt; inactive = no such curve, though single readings can be large; an effect the other way counts as inactive or inconclusive. Compounds as they come; about 8.8% have a hit in one of these screens.
mol	S2 tox	TGFb inhibitor	MCF10A rereplic	IL1B secr inh	A549 tox	Nrf2 inh	ATXN2 expr inh	Nrf2 ARE act	HepG2 tox
O=C1NC[C@H](CCCCN2C[C@H](Cc3ccc(O)cc3)N(CC3CCCCC3)C(=O)C2=O)N(Cc2ccccc2)C1=O	i	.	.	16	.	.	-5%	-0.6%	.
CC(=O)Nc1ccc(S(=O)(=O)N(C)CC(=O)NC2CCCCCCC2)cc1	i	9%	5%	1	3%	-26%	-5%	5.2%	0%
CS(=O)(=O)N1CCC(C(=O)Nc2ccccc2)CC1	i	-14%	12%	9	-1%	10%	3%	-0.7%	-1%
CC(C)(C)OC(=O)N1CCC[C@@H]1C(=O)N1CCC[C@@H]1C(=O)NCc1ccccc1Cl	?	.	.	20	.	.	15%	-1.2%	.
CCc1ccc2nc(N(Cc3cccnc3)C(=O)c3cccs3)sc2c1	.	-1%	.	.	0%	.	.	2.5%	-8%
Cc1cc(Cl)cc2sc(NC(=O)C3CC3)nc12	i	-16%	0%	15	4%	9%	-2%	7.5%	-39%
COc1cc(/C=N/NC(=O)CCOc2ccccc2C)cc(Br)c1O	i	6%	3%	-1	1%	-1%	0%	5.8%	4%
CCOc1ncccc1C(=O)OCC(=O)NCCc1ccc(OC)cc1	i	11%	?	-4	5%	3%	6%	-0.1%	16%
COc1ccc(S(=O)(=O)NCc2ccc3c(c2)OCO3)cc1OC	i	-12%	5%	-4	0%	-10%	.	-0.5%	-6%
CC(C)NC(=O)c1cccc(C(F)(F)F)c1	i	-10%	-22%	4	10%	.	2%	0.3%	-1%
CCOC(=O)c1ccc(-c2ccc(N3C(c4ccsc4)=Cc4ccc(F)cc4C3c3c[nH]c4ccc(C#N)cc34)cc2)cc1F (stereo unspecified)	i	.	.	48	.	.	-7%	0.4%	.
Cc1ccc(C(C)(C)C)c(OCCCCN2CCCC2)c1	i	-2%	-31%[inhibitor]	-8	1%	3%	-17%	0.3%	-28%
COC(=O)c1cc(=O)n2c(-c3ccc(OC)cc3)csc2n1	i	18%	-6%	15	2%	2%	1%	-0.3%	5%
CCN1CCN(c2oc(-c3ccc(COc4ccccc4C)o3)nc2C#N)CC1	i	35%[activator]	.	.	-3%	?	-30%	-2.3%	-32%
O=C(CN1C(=O)NC2(CCCCCC2)C1=O)NCCc1ccc(F)cc1	i	0%	9%	15	2%	1%	-2%	-0.6%	-1%
Cc1ccccc1C(=O)N1CCC(C(=O)OCc2nc(N)nc(Nc3ccccc3)n2)CC1	i	0%	3%	-22	13%	12%	.	5.4%	-29%
O=C(NCCCN1CCOCC1)c1c(O)c2ccccc2[nH]c1=O	i	5%	1%	-9	10%	12%	-5%	0.2%	-2%
Cc1nc(N)c(S(=O)(=O)c2ccccc2)c(Nc2ccc(Br)cc2)n1	i	-1%	.	.	3%	-8%	9%	-1.2%	8%
C=CCOc1ccc(/C=C/C(=O)OCC(=O)NCCCc2ccccc2)cc1	i	1%	-9%	0	2%	10%	-4%	-0.8%	-9%
N#Cc1cc(Oc2cccnc2)c(Oc2cccnc2)cc1C#N	i	-4%	1%	-6	2%	16%	11%	0.1%	-1%
Cc1ccc(S(=O)(=O)Nc2ccc(N3CCN(C)CC3)nc2)cc1	?	0%	?	-65*	7%	4%	-11%	-0.6%	-9%
C=C(C)COc1ccc2c(C)c(CC(=O)N3C[C@H]4C[C@@H](C3)c3cccc(=O)n3C4)c(=O)oc2c1C	i	11%	-2%	-8	-13%	?	?	-0.3%	1%
Cc1ccc(N(Cc2cc3ccccc3[nH]c2=O)C(=O)c2cccs2)cc1	.	4%	23%	?	-10%	?	-13%	0.2%	-27%
Cc1cc(C)n(-c2nc(-c3ccccc3)cs2)n1	i	7%	-25%	21	0%	?	63%[activator]	5.2%	-15%
Cc1ccc(C)c(OCC(=O)N/N=C\c2cccn2C)c1	i	0%	8%	-4	0%	-7%	-15%	0.7%	-6%
COc1ccc(-c2cccc(C(=O)Nc3cccc(C(=O)O)c3)c2)cc1	i	-3%	15%	38	0%	?	42%[activator]	0.7%	5%
Cc1ccc(CNC(=O)CCCn2c(=O)c3ccccc3n(CC(=O)C(C)(C)C)c2=O)cc1	?	-1%	.	.	-1%	-12%	-10%	-0.7%	-8%
CN(C)/C=C(\C#N)S(=O)(=O)c1ccc(Cl)cc1	i	11%	-1%	-5	8%	3%	-15%	0.1%	-3%
COc1cccc(OCc2cc(/C=N/n3cncn3)ccc2OC)c1	i	13%	?	0	-5%	-2%	15%	2.2%	5%
COc1cc(NS(C)(=O)=O)cc(OC)c1OC	i	4%	-3%	3	0%	-2%	-1%	-0.1%	1%

# A second format for part of the listing above.
# Each structure is followed by: S2 tox | TGFb inhibitor | MCF10A rereplic | IL1B secr inh | A549 tox | Nrf2 inh | ATXN2 expr inh | Nrf2 ARE act | HepG2 tox
COc1cc(NS(C)(=O)=O)cc(OC)c1OC
 : i | 4% | -3% | 3 | 0% | -2% | -1% | -0.1% | 1%
CN(C)/C=C(\C#N)S(=O)(=O)c1ccc(Cl)cc1
 : i | 11% | -1% | -5 | 8% | 3% | -15% | 0.1% | -3%

# More results follow.
mol	S2 tox	TGFb inhibitor	MCF10A rereplic	IL1B secr inh	A549 tox	Nrf2 inh	ATXN2 expr inh	Nrf2 ARE act	HepG2 tox
C=CCN1C(=O)CSc2ccc(C(=O)NC(C)c3ccccc3)cc21 (stereo unspecified)	i	-1%	3%	11	4%	-12%	9%	0.8%	-8%
CCN1CCN(CCCNC(=O)CN2C(=O)c3cccnc3Oc3ccc(Cl)cc32)CC1	i	3%	2%	-3	1%	?	1%	-0.4%	-16%
C/C(=N\NC(=O)CCc1c(C)n[nH]c1C)c1ccc([N+](=O)[O-])cc1	i	-3%	1%	-6	?	1%	.	0.5%	-13%
COC(=O)c1ccc(NC(=O)C(C)N2C(=O)c3ccccc3C2=O)cc1 (stereo unspecified)	i	-3%	0%	21	1%	20%	8%	0.4%	5%
N#C/C(=C\c1cccc2ccccc12)c1nn(-c2ccccc2)c(N)c1C#N	i	8%	10%	32	-9%	?	-17%	2.6%	8%
COc1cc(OC)cc(C(=O)NC(=S)N2CCCCC2c2cccnc2)c1 (stereo unspecified)	i	10%	0%	37	7%	-20%	-3%	-0.7%	-10%
O=c1[nH]c(/C=C\c2cccc(F)c2)nc(O)c1[N+](=O)[O-]	i	19%	7%	-6	-9%	-3%	-17%	0.3%	1%
CC(=O)Nc1ccc(NC(=O)Cn2cnc3c(cnn3C(C)(C)C)c2=O)cc1	i	0%	?	-21	3%	?	1%	-0.4%	3%
COc1cccc(NC(=O)CSc2nc3ccc(NC(=O)c4ccco4)cc3s2)c1	.	?	.	.	?	?	?	4.6%	-45%
Clc1ccc(-c2cc(C3CCNCC3)[nH]n2)c(Cl)c1	i	?	?	-80*	20%	28%	?	7.1%	-36%
Cc1oc2c(c1C(=O)NCCO)CCCC2	i	-7%	-6%	20	-8%	2%	-1%	-0.2%	-6%
Cc1ccc(NC(=O)CNc2cccc(S(=O)(=O)N3CCCCC3)c2)cc1F	i	?	15%	?	-6%	?	-26%	1.0%	-23%
O=C(Cc1ccccc1)NNC1CC(=O)N(c2ccccc2)C1=O (stereo unspecified)	i	1%	-30%	0	-1%	0%	0%	-0.5%	-4%
Cc1ccc(NC(=O)Cn2c(=O)n(Cc3ccccc3)c(=O)c3c(C)c(C)sc32)c(C)c1	i	12%	.	.	-4%	-4%	13%	0.3%	12%
COc1ccc(N(C)S(=O)(=O)c2cccc(C(=O)Nc3cc(OC)ccc3OC)c2)cc1	?	-5%	?	0	-9%	?	-37%	-0.4%	16%
Cc1cc(C)c(C(=O)O)c(Cl)n1	i	2%	5%	-5	0%	-8%	3%	-0.2%	-4%
Cc1oc(-c2ccccc2F)nc1CSCC(=O)NC1CCC(C)CC1 (stereo unspecified)	i	?	13%	-18	-3%	?	-21%	-0.1%	-25%
CCOc1ccc2nc(-c3ccccc3)nc(SCC(=O)Nc3ncc(C)s3)c2c1	i	-19%	-1%	14	-2%	-3%	1%	-0.1%	-5%
NS(=O)(=O)c1ccc(CCNC(=O)c2ccc3ccccc3n2)cc1	i	8%	1%	41	-1%	?	17%	5.8%	2%
CCN(CC)C(=O)CN(C#N)c1nc(C)cc(C)n1	i	-15%	22%	2	2%	-5%	-3%	-0.6%	-16%
O=C(C[n+]1cccc(/C=N/O)c1)N(Cc1ccccc1)Cc1ccccc1	i	-15%	-9%	.	-3%	-5%	8%	1.7%	-22%
CCc1ccc2c(c1)cc(C)c1nnc(SCC(=O)Nc3cc(OC)c(OC)cc3C(=O)O)n12	?	-16%	1%	-3	-4%	-1%	-9%	-0.1%	-20%
CCOc1cc(/C=C(/C#N)c2nc3ccccc3[nH]2)ccc1OCc1ccc(C(=O)O)o1	i	12%	26%	-20	16%	?	3%	8.5%	5%
N#Cc1ccc(CSc2nnc(NC(=O)C3CCCO3)s2)cc1 (stereo unspecified)	i	0%	-2%	44	-3%	-9%	5%	0.0%	0%
Cc1cccc(NC(=O)CN2C(=O)S/C(=C\c3cc(C)n(C)c3C)C2=O)c1	i	?	?	-2	-18%	?	-35%	-0.6%	-51%
O=C(NCC1CCCO1)C1CCCN(S(=O)(=O)c2ccc(F)cc2)C1 (stereo unspecified)	i	-10%	-6%	i	8%	5%	-9%	0.1%	24%
C=CCN(c1ccccc1OC)S(=O)(=O)c1ccc(Cl)c(C(=O)Nc2ccc(N3CCOCC3)cc2)c1	i	-16%	10%	-18	-3%	?	-18%	-0.3%	-31%
